Screening data (PubChem BioAssay)
TCR CD3 inh – human TCR-CD3 binding inhibition. TAMRA-labeled TCR probe fluorescence, biochemical. AID 651800. 360,000 compounds, 0.37% hits. inhibition, % at 9.4 µM; in the data active means inhibition above about 19%;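 further: recombinant mutant TCR 2C K166C tagged with TAMRA read by polarization; 0% = receptor in buffer alone and 100% = receptor with positive control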
LEDGF integ inh – blocks HIV-1 LEDGF/p75-dependent DNA integration; TR-FRET IN-LEDGF/p75 DNA integration, Eu/Cy5; inhibition, % at 3.7 µM; 370,000 compounds, 0.64% hits;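 active means inhibition above the screen-wide mean plus 3 SD, cut at about 13% in these data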;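 further: signal is the Cy5 over europium emission ratio at 671 and 618 nm; 0% = plate median of compound wells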
DDE Tn7 FP inh – DD(E)-Tn7 binding inhibition, primary FP screen | FP displacement of FITC-Tn7 peptide from fibrin DD(E); 0% = median of compound wells per plate | inhibition, % at 8.3 µM | 370,000 compounds, 0.13% hits;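 active means inhibition above the mean of compounds falling within the control limits plus 3 SD of them, cut at about 14% in these data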;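 further: 0% = plate median of compound wells and 100% = 10 µM Aha-Tn7 peptide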
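Also added: labelled Tn7 tracer, 0.1 µM; Assay system: human fibrin DD(E) protein; Amount: 2 µM fibrin DD(E); Schedule: 10 min compound pre-incubation, 3 h probe incubation at room temperature; Repeats: one replicate per compound; Read-out basis: percent inhibition; Measured by: fluorescence polarization of the labelled Tn7 tracer.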
PG9 Ab binder – PG9 antibody binding by small molecule. TR-FRET gp120-PG9 antibody binding. inhibition, % at 6.7 µM. 360,000 compounds, 0.43% hits; in the data active means inhibition above about 8.5%
mABHD4 FP – inhibits mouse alpha/beta hydrolase domain 4; 370,000 compounds, 0.54% hits; Q8VD66; purified mABHD4, FP-Rh probe fluorescence polarization; inhibition, % at 8.92 µM;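 active means inhibition exceeding the mean over every tested compound plus 3 SD, cut at about 30% in these data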;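 further: 0% = plate median of compound wells and 100% = S159A mutant with DMSO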
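Test system: mouse ABHD4 enzyme, wild type. Reagent: FP-Rh fluorescent activity-based probe, added after compound pre-incubation. Timing: pre-incubation 45 min, probe exposure 60 min, at 25 °C. Technique: FP readout, ex 525 nm / em 598 nm. Benchmarks: high control S159A mutant with DMSO, low control median of compound wells.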
UHRF1 binding – human UHRF1 methylated DNA binding inhibitors; Q96T88; UHRF1 binding to methylated oligo, TR-FRET; inhibition, % at 4.4 µM; 370,000 compounds, 0.75% hits; AID 687016; in the data active means inhibition above about 21%;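 further: UHRF1 SRA domain binding a hemimethylated CpG hairpin DNA probe; 0% = median of test compound wells and 100% = reference inhibitor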
HTRA1 inhibitor – inhibitors of human serine peptidase HTRA1; Q92743; recombinant HTRA1, FP-rhodamine activity-based probe, fluorescence polarization; inhibition, % at 5.96 µM; 340,000 compounds, 0.5% hits; AID 504803; in the data active means inhibition above about 36%;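 further: 0% = enzyme with DMSO and 100% = wells lacking enzyme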
SIAE inh – blocks human sialic acid acetylesterase | Q9HAT2 | SIAE FP-Rh probe binding, fluorescence polarization | inhibition, % at 9.66 µM | 370,000 compounds, 0.69% hits | AID 1053197;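 active means inhibition above a cutoff: mean of compounds within the control limits plus 3 SD of those, cut at about 17% in these data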;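 further: 0% = plate median of compound wells and 100% = probe without SIAE protein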
Target sequence (Q9HAT2 whole entry, looked up): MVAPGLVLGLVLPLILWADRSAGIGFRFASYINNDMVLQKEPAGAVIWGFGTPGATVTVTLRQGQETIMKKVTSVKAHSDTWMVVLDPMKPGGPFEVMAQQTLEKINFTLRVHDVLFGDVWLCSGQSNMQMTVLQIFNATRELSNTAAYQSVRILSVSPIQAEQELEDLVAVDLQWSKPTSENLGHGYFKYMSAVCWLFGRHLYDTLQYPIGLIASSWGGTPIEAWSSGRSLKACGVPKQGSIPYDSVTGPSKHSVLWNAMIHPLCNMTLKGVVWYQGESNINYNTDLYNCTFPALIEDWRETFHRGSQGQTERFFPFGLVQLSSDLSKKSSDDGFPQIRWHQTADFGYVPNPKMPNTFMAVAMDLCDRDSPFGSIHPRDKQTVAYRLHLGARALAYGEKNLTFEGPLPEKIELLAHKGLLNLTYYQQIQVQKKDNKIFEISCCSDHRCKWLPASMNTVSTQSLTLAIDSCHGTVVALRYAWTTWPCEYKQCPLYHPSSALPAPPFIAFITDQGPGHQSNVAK
TDP2 absorb – TDP2 (human) inhibition, absorbance primary screen; O95551; recombinant TDP2, T5PNP hydrolysis, p-nitrophenol absorbance 415 nm; inhibition, % at 12.8 µM; 370,000 compounds, 0.34% hits; AID 720702;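 active means inhibition above the mean of all tested compounds plus 3 SD, set per campaign, cut at about 25% in these data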;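 further: 0% = DMSO with enzyme and 100% = buffer with substrate but no TDP2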
Target sequence (O95551 whole entry, looked up): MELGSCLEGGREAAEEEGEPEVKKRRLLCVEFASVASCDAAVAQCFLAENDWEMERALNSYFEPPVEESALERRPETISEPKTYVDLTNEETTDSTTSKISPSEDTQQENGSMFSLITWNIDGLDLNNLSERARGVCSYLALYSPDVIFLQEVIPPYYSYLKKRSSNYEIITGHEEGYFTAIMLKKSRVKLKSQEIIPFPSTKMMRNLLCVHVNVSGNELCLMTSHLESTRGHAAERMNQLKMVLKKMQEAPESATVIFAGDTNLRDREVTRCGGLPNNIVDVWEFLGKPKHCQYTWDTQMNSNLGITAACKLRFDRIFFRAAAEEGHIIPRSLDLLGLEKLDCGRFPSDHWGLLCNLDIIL
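Read-out basis: percent inhibition. System: recombinant human TDP2. Buffer or medium: Mg2+-containing Tris-HCl buffer, pH 7.5. Repeats: single replicate. Timing: reaction 2 h, 37 °C. Benchmarks: high control without enzyme, low control DMSO plus TDP2. Probe or stimulus: 5 mM T5PNP. Doses: 12.8 µM only. Measured by: epi absorbance of p-nitrophenol freed from T5PNP by hydrolysis.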
PRMT1 FP inh – blocks human protein arginine methyltransferase 1. inhibition, % at 2.79 µM. 370,000 compounds, 1.3% hits. AID 652257. recombinant PRMT1, activity-based probe fluorescence polarization;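 active means inhibition above about 21% made by adding two undisclosed values, limit read from the data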
Numbers without * were called inactive; nt = not tested or not shown.

1	CC1Cc2nc(SCC(=O)Nc3ccc(F)cc3)n(C)c(=O)c2S1 (configuration not stated)
2	CCn1c(CNC(=O)C2CCCCC2)cc2ccccc21
3	COC(=O)[C@]1(Cc2ccccc2)N[C@H](CN(C)S(=O)(=O)c2ccc(-c3ccccc3)cc2)[C@@H]2C(=O)N(C)C(=O)[C@@H]21
4	Cc1cc(C)c(S(=O)(=O)Nc2ccccc2C(=O)OCC(=O)NCc2ccccc2)c(C)c1
5	Cc1ccc2nc(-c3cccnc3)cc(C(=O)Nc3ccccc3[N+](=O)[O-])c2c1
6	CCN(C(=O)[C@@H](C1CC1)[C@@H](O)c1ccc(C(C)=O)cc1)c1ccccc1
7	COc1cccc(CNC(=O)N2CCN(S(=O)(=O)c3ccc(C)cc3)CC2)c1
8	Cc1ccc(Cl)cc1NC(=O)C1CCCCC1C(=O)O (configuration not stated)
Compound	1	2	3	4	5	6	7	8
PRMT1 FP inh	-5	-2	4	1	3	3	-5	-3
mABHD4 FP	1	-1	-2	-16	-15	4	6	2
HTRA1 inhibitor	-5	4	-12	-20	-4	nt	-9	5
UHRF1 binding	-4	-1	0	-1	3	-2	0	-1
SIAE inh	3	2	10	1	-12	3	3	2
LEDGF integ inh	0	-1	-2	-2	2	-1	6	-3
TDP2 absorb	11	-5	1	-6	-7	10	-3	4
TCR CD3 inh	5	-5	-8	1	4	nt	-1	-3
DDE Tn7 FP inh	-1	2	-3	6	0	-3	-1	-2
PG9 Ab binder	0.8	32*	-2.0	0.9	-2.2	nt	-1.4	-1.4

9	O=C(CCN1CCN(S(=O)(=O)c2ccc(F)cc2)CC1)Nc1ccccc1F
10	Cc1nnc(N2CCCC(C(=O)NCc3ccccc3F)C2)c2nn(-c3ccccc3)c(C)c12 (configuration not stated)
11	O=C(CN(Cc1ccco1)C(=O)CNS(=O)(=O)c1ccc(F)cc1)NCCc1ccccc1
12	Clc1ccccc1CN1CCN(c2ncccn2)CC1
13	Cc1ccc2nc(-c3ccc(NC(=O)CSc4nnc(-c5ccccc5)n4Cc4ccco4)cc3)sc2c1
14	CCC(C(=O)Nc1ccccc1N1CCCC1)c1cccc(Cl)c1 (configuration not stated)
15	O=[N+]([O-])c1ccc(NNC(=S)Nc2ccc(F)cc2)cc1
16	Cc1ccc(Cl)c2c1=NC(=O)C=2c1[nH]c(=S)[nH]c1O
Compound	9	10	11	12	13	14	15	16
PRMT1 FP inh	0	-1	-2	-4	25*	2	20	2
mABHD4 FP	1	-4	0	5	-42	-10	7	29
HTRA1 inhibitor	1	-7	3	3	nt	nt	-7	-2
UHRF1 binding	1	-4	1	0	1	-1	0	-3
SIAE inh	7	0	0	2	-50	7	7	7
LEDGF integ inh	-1	1	-2	-2	4	3	2	-1
TDP2 absorb	-4	6	-3	-1	0	1	-1	11
TCR CD3 inh	9	3	7	8	nt	nt	-3	4
DDE Tn7 FP inh	-2	-4	-1	0	-1	-4	-8	6
PG9 Ab binder	-0.2	-3.5	-1.5	-1.5	nt	nt	-1.6	-13

Structures shown so far that have a nitro group on carbon (2):
5	Cc1ccc2nc(-c3cccnc3)cc(C(=O)Nc3ccccc3[N+](=O)[O-])c2c1
15	O=[N+]([O-])c1ccc(NNC(=S)Nc2ccc(F)cc2)cc1
Compound	5	15
PRMT1 FP inh	3	20
mABHD4 FP	-15	7
HTRA1 inhibitor	-4	-7
UHRF1 binding	3	0
SIAE inh	-12	7
LEDGF integ inh	2	2
TDP2 absorb	-7	-1
TCR CD3 inh	4	-3
DDE Tn7 FP inh	0	-8
PG9 Ab binder	-2.2	-1.6

Next structures:
17	COc1ccccc1NCCC(=O)OCC(=O)Nc1ccc(Cl)cn1
18	O=C(NC(=S)NNC(=O)c1cc2ccccc2cc1O)c1ccco1
19	O=C1C=CC(=O)N1c1ccc(N2CCCCC2)cc1
20	O=C(NCC1CCCO1)c1cccc(C(=O)NCC2CCCO2)c1 (configuration not stated)
21	COc1cccc(Nc2nc(N)c([N+](=O)[O-])c(NCc3ccccc3)n2)c1
22	COC(=O)[C@]12C[C@H](CC(=O)NCc3cccs3)C(=O)N(CCc3ccc(OC)c(OC)c3)C1=C[C@H](C1CCCC1)O[C@@H]2C
23	O=C(O)c1ccc(NC(CSCc2ccc(F)cc2)C(=O)O)c([N+](=O)[O-])c1 (configuration not stated)
24	C[C@]12c3[nH]c4cc(-c5ccco5)ccc4c3CCN1C(=O)[C@@H](CC(=O)NCc1ccco1)C[C@@H]2C(=O)N1CCOCC1
Compound	17	18	19	20	21	22	23	24
PRMT1 FP inh	0	-11	90*	4	3	2	2	11
mABHD4 FP	6	15	40*	5	-45	0	-6	-3
HTRA1 inhibitor	5	45*	8	-1	-93	nt	2	3
UHRF1 binding	-4	-4	-2	-2	6	-1	2	-3
SIAE inh	0	0	2	-1	-25	-5	0	6
LEDGF integ inh	-1	6	14*	0	-1	-5	0	-1
TDP2 absorb	-5	-22	2	2	5	-9	-3	2
TCR CD3 inh	-1	7	6	3	-1	nt	-6	-5
DDE Tn7 FP inh	-1	-5	1	6	-5	-2	2	-3
PG9 Ab binder	2.1	-0.3	-2.0	-2.3	1.6	nt	0.5	0.9

25	O=C1c2nccnc2C(=O)N1Cc1ccccc1
26	Cc1nc(SCC(=O)O)c(C#N)c2c1CCCC2
27	O=C(c1cccs1)N(CC1CCCO1)c1nc(-c2ccccc2)cs1 (configuration not stated)
28	O=C(COC(=O)C1CC2C=CC1C2)Nc1ccccc1F (configuration not stated)
29	C[C@@H](NC(=O)c1nc[nH]c1C(=O)NCc1ccccc1)c1ccccc1
30	S=C(NCc1cccnc1)Nc1cccc2ccccc12
31	O=C(O)/C=C/C(=O)Nc1ccc(-n2ccc(C(F)(F)F)n2)cc1
32	COC(=O)c1ccc(C2C(C(=O)c3cc4ccccc4o3)=C(O)C(=O)N2CCCN(C)C)cc1 (configuration not stated)
Compound	25	26	27	28	29	30	31	32
PRMT1 FP inh	1	3	-3	2	0	-3	7	2
mABHD4 FP	-2	9	-12	4	-17	5	4	-5
HTRA1 inhibitor	2	2	-38	7	-13	-3	7	2
UHRF1 binding	0	8	2	-1	5	1	1	0
SIAE inh	6	7	6	-7	-2	0	10	-12
LEDGF integ inh	5	-1	3	-1	1	1	5	0
TDP2 absorb	-6	8	-1	10	-10	7	13	-21
TCR CD3 inh	0	0	2	-8	-8	0	-1	7
DDE Tn7 FP inh	1	3	1	4	3	-11	-3	4
PG9 Ab binder	3.6	0.1	1.3	0.8	0.2	-0.6	-1.0	19*

Compound profiles, from the list above. Order of screens: PRMT1 FP inh, mABHD4 FP, HTRA1 inhibitor, UHRF1 binding, SIAE inh, LEDGF integ inh, TDP2 absorb, TCR CD3 inh, DDE Tn7 FP inh, PG9 Ab binder
Shown for O=C1c2nccnc2C(=O)N1Cc1ccccc1 → 1, -2, 2, 0, 6, 5, -6, 0, 1, 3.6
Shown for Cc1nc(SCC(=O)O)c(C#N)c2c1CCCC2 → 3, 9, 2, 8, 7, -1, 8, 0, 3, 0.1
Shown for C[C@@H](NC(=O)c1nc[nH]c1C(=O)NCc1ccccc1)c1ccccc1 → 0, -17, -13, 5, -2, 1, -10, -8, 3, 0.2

(continued)
33	Cc1cc(NC(=O)COC(=O)c2cccc(S(=O)(=O)N3CCOCC3)c2)no1
34	CCCOc1ccc(CNC(=O)c2ccc3nc(N4CCOCC4)sc3c2)cc1
35	Cc1ccc(NC(=O)c2cc3c(s2)CCCC3)cc1
36	O=c1nc(NO)ccn1C1CCCO1 (configuration not stated)
37	CCCCOc1ccc(C(=O)N2CCNC(=O)C2CC(=O)OC(C)C)cc1 (configuration not stated)
38	CC(=O)N1c2ccc(S(=O)(=O)NCCC(=O)Nc3cccc(Cl)c3)cc2CC1C (configuration not stated)
39	Cc1ccc(CNC(=O)C2(S(=O)(=O)c3ccc(C)cc3)CC2)cc1
40	O=C(COC(=O)c1cccc(S(=O)(=O)N2CCCCCC2)c1)Nc1ccccc1
Compound	33	34	35	36	37	38	39	40
PRMT1 FP inh	-3	0	6	-4	3	3	-6	2
mABHD4 FP	-1	-5	-11	4	4	4	-3	-10
HTRA1 inhibitor	2	-4	-20	-2	6	-2	8	-19
UHRF1 binding	2	1	2	3	0	15	0	-2
SIAE inh	12	-5	-4	-1	-9	0	2	-11
LEDGF integ inh	6	-1	-10	-1	-5	-1	1	4
TDP2 absorb	-24	-7	-6	-16	1	-17	-8	7
TCR CD3 inh	-8	-2	-5	-2	2	-1	2	1
DDE Tn7 FP inh	6	-3	1	-10	-4	-4	-4	-12
PG9 Ab binder	1.2	3.0	-0.4	0.3	0.4	0.3	-0.1	-0.6

41	COc1ccc(C(=O)c2cn(-c3cccc(Br)c3)nc2C(C)=O)cc1
42	O=c1cc(O)c(-c2cccc(Cl)c2)c(Cl)[nH]1
43	CCOc1cc(NC(=O)Nc2ccccc2)c(OCC)cc1NC(=O)CC
44	CC(O)(c1cccc(F)c1)c1nc(-c2ccc3c(c2)OCO3)cs1 (configuration not stated)
45	COc1ccc(NS(=O)(=O)c2cccc(N/C(=N\S(=O)(=O)c3ccccc3)c3ccc(F)cc3)c2)cc1
46	Cc1ccc(OCCn2c(=O)cnc3ccccc32)cc1
47	O=C(Nc1ccccc1N1CCCC1)c1cccnc1
Compound	41	42	43	44	45	46	47
PRMT1 FP inh	-2	2	1	2	-2	-2	0
mABHD4 FP	-6	6	-3	-15	-53	-6	0
HTRA1 inhibitor	-2	1	-5	nt	-35	-4	5
UHRF1 binding	-2	-1	-2	0	-4	-2	0
SIAE inh	-5	-3	0	-4	-36	-4	-2
LEDGF integ inh	-4	0	-4	-5	-1	-2	-1
TDP2 absorb	0	1	11	3	-6	-2	3
TCR CD3 inh	9	-5	3	0	0	3	1
DDE Tn7 FP inh	-2	6	3	7	1	2	0
PG9 Ab binder	-0.1	1.0	0.6	-0.3	-0.6	0.7	-2.4
